# USP1 inh = inhibitors of human USP1/UAF1 deubiquitinase; recombinant USP1/UAF1, Ub-Rhodamine cleavage fluorescence; hit rate 0.23% among 390,000; O94782; AID 743255; Potency, µM (highest dose often 57.1 µM), for inactives: at the top dose activity change, negative = inhibition, usual class: inhibitors; note: % is set by controls: 0 for no effect and ±100 for the full control effect; nearly all actives have a fitted effect of over 60% in size; inactives centre near -12
#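 USP1/UAF1 complex at 1 nM was preincubated with compound for 15 min at room temperature, then Ub-Rho substrate (150nM final) was added. Fluorescence (480/540 nm) was read kinetically, 6 reads every 60 seconds.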
# IDH1 R132H inh = blocks human mutant IDH1 R132H enzyme. O75874. IDH1-R132H enzyme, NADPH consumption, diaphorase/resazurin fluorescence. Potency, µM (top dose mostly 76.6 µM), for inactives: at the highest dose activity change, negative = inhibition, hits mostly inhibitors. hit rate 0.093% among 390,000. AID 602179; note: % is set by controls: 0 for no effect and ±100 for the full control effect; nearly all actives have a fitted effect of over 65% in size
# Target sequence (O75874 whole entry R132H, stated change not applied): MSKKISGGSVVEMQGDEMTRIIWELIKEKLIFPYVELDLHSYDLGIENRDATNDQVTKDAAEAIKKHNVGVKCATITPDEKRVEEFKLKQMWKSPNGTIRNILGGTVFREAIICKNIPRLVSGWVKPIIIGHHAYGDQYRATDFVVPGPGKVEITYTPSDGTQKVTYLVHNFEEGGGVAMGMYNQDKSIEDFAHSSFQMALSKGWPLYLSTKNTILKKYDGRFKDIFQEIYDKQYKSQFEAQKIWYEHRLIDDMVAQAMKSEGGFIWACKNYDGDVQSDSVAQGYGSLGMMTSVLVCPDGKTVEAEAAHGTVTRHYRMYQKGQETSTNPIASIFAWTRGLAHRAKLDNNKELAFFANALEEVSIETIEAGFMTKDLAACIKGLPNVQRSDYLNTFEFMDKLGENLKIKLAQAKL
#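 IDH1-R132H (0.5 ug/mL dispensed) in pH 7.5 Tris buffer was preincubated 30 min with compound, then given a substrate mix of 0.016 mM NADPH and 2 mM alpha-KG for 80 min at room temperature; remaining NADPH was read by diaphorase/resazurin fluorescence.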
# RGS4 inh = human RGS4 inhibition | P49798 | Transcreener GDP fluorescence polarization, RGS4-accelerated GTP hydrolysis | Potency, µM (series often up to 114 µM), without a hit: at the top dose activity change, negative = inhibition, most hits filed as inhibitors | hit rate 0.039% among 390,000 | AID 504845; note: % is set by controls: 0 for no effect and ±100 for the full control effect; nearly all actives have a fitted effect of over 75% in size; some results filed as inactive show a strong effect at the top dose
# Target sequence (P49798 whole entry, looked up): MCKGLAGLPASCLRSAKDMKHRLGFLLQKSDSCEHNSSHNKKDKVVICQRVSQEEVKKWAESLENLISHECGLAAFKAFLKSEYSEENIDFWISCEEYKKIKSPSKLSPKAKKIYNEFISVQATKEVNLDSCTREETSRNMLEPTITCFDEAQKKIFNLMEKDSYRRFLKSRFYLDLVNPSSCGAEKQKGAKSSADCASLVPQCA
#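 MLSMR compounds (23 nl, pin-transferred) preincubated 10 min at room temperature with a 500nM (2x) first reagent, then RGS4 at 900nM (2x) plus Transcreener GDP mix added; fluorescence polarization (620/688 nm) read before and after 90 min at 30 °C.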
# TrxR1 substrate = is turned over as a substrate by rat TrxR1 | O89049 | purified TrxR1 substrate turnover, NADPH consumption readout | Potency, µM (titrated, usually from 114 µM), without a hit: at the top dose activity change, negative = substrate turnover | hit rate 0.01% among 390,000 | AID 588456; note: % is set by controls: 0 for no effect and ±100 for the full control effect; nearly all actives have a fitted effect of over 50% in size
# Target sequence (O89049 whole entry, looked up): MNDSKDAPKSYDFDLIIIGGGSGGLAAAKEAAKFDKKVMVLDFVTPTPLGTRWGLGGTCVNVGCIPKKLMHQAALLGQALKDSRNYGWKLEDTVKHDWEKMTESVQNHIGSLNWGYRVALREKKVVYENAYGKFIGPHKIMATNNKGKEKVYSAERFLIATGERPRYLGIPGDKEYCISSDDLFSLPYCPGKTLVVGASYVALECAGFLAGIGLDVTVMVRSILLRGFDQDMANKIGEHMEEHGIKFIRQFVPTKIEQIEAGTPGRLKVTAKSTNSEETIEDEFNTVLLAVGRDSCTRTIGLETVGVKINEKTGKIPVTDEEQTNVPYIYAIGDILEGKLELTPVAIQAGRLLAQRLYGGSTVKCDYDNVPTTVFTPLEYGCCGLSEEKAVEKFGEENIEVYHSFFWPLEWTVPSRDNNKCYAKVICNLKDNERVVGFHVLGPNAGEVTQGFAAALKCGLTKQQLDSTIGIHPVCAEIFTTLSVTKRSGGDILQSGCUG
#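 Rat TrxR1, dispensed at 90 nM, was prereduced with 400 uM NADPH (final) for 5 min at ~22 deg C, then incubated with compound 15 min before 400 uM selenite. A first-read NADPH fluorescence drop versus no-compound background flagged substrates.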
# Vif-A3G inh = inhibitors of Vif-APOBEC3G interaction; AID 602310; HeLa A3G-eYFP + Vif (tagged APOBEC3G with the HIV-1 protein that degrades it), YFP fluorescence, overnight; hit rate 0.076% among 410,000; Q9HC16; Potency, µM (titrated, usually from 46.1 µM), inactives show top-dose activity, negative = active, actives largely listed as inhibitors;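 note: % is set by controls: 0 for no effect and ±100 for the full control effect; nearly all actives have a fitted effect of over 60% in size; hits raise eYFP signal because A3G escapes Vif-driven loss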
#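 Read-out is eYFP fluorescence (Ex 488/Em 500-530) from Vif-expressing HeLa A3G-eYFP cells; more signal means A3G escaped Vif-mediated degradation. Cells plated overnight, compound pinned in, incubated overnight at 37 deg C.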
# Vif-APOBEC3F blk = inhibitors of Vif-A3F interaction; HeLa A3F-eYFP + Vif (tagged APOBEC3F with the HIV-1 protein that degrades it), YFP fluorescence increase; Potency, µM (doses to about 46.1 µM), for inactives: top-dose activity, negative = active; hit rate 0.2% among 390,000; AID 602313; note: % of control where 0% means no effect; nearly all actives have a fitted effect of over 65% in size
#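 Fluorescence increase (Ex 488/Em 500-530) after overnight compound treatment at 37 deg C flags inhibition of Vif-driven A3F-eYFP loss in stable HeLa A3F-eYFP/Vif cells seeded overnight beforehand.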
# RXFP1 ag = activates the human relaxin receptor RXFP1; Q9HBX9; HEK293T-RXFP1 cAMP TR-FRET, 30 min; response scale: percent of porcine relaxin response, buffer zero; Potency, µM (doses to about 57.5 µM), for the others: top-dose activation, actives largely listed as activators; hit rate 0.3% among 370,000; AID 2676; note: % is set by controls: 0 for no effect and ±100 for the full control effect; nearly all actives have a fitted effect of over 60% in size; many of its hits are not listed in these tables
#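 Agonist response is measured as cAMP accumulation in an RXFP1-transfected HEK293T line under PDE4 inhibition. Values are scaled between buffer-only and 29 nM porcine relaxin, and EC50s come from standard Hill equation fits.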
# TrxR1 inh = blocks rat thioredoxin reductase 1 | recombinant rTrxR1, NADPH fluorescence consumption, selenite substrate | Potency, µM (titrated, usually from 114 µM), for the others: at the top dose activity change, negative = inhibition, most hits filed as inhibitors | hit rate 1% among 390,000 | AID 588453; note: % is set by controls: 0 for no effect and ±100 for the full control effect; nearly all actives have a fitted effect of over 65% in size
#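 Rat TrxR1 (90 nM in the dispensed reagent) was pre-reduced with 400 uM NADPH for 5 min at room temperature, then incubated with compound for 15 min. After 400 uM selenite was added, NADPH fluorescence (Ex 340/Em 450 nm) was followed for 8 min.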
# 12-LOX inh = blocks human arachidonate 12S-lipoxygenase. purified 12hLO, xylenol orange hydroperoxide absorbance. Potency, µM (series often up to 108 µM), inactives show at the top dose activity change, negative = inhibition, actives largely listed as inhibitors. hit rate 1.1% among 580,000. AID 1671190; note: % is set by controls: 0 for no effect and ±100 for the full control effect
#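 Hydroperoxide product was detected by ferrous iron/xylenol orange as the 573 to 405 nm absorbance ratio. Arachidonic acid at 40 uM (final) was turned over for 30 min at room temperature by 150 nM human 12hLO, pH 7.0 Hepes buffer, after 15 min compound preincubation.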
# An asterisk follows results filed as active; ? = inconclusive; . = not tested or not shown; & = joins results of further samples; [ ] = remark or other dose. Calls come from the whole dose curve; as a rule, active = well fitted curve in the direction sought with a large enough effect; inconclusive = small, poorly fitted or top-dose-only effect, or another doubt; inactive = no such curve, though single readings can be large; an effect the other way counts as inactive or inconclusive. Potency is the fitted concentration of half-maximal effect.
SMILES,USP1 inh,IDH1 R132H inh,RGS4 inh,TrxR1 substrate,Vif-A3G inh,Vif-APOBEC3F blk,RXFP1 ag,TrxR1 inh,12-LOX inh
COc1ccccc1N1CCN(c2cc(=O)n(-c3ccccc3Cl)c(=O)[nH]2)CC1,-8.1%,1.7%,-6.6%,4.0%,-15.0%,1.4%,0.7%,?,15.6%
Cc1c([N+](=O)[O-])c(N)nn1C,2.7%,3.5%,8.7%,7.2%[57.1 µM],3.3%,6.2%,1.1%,-2.7%[11.4 µM],257.6%[activator]
CN1C2=CC=CC=CC2=[N+](C)C12C([N+](=O)[O-])=CC(=[N+]([O-])[O-])C=C2[N+](=O)[O-] (stereo not given),-5.2%,12.3%,-8.0%,2.8%[57.1 µM],?,-14.6%,0.0%,0.6%[57.1 µM],0.0%
CCOc1ccc2[nH]c(C)c(CN3CCN(CC)CC3)c(=O)c2c1,1.3%,2.0%,-9.7%,7.5%,0.4%,-5.4%,-1.5%,-24.6%,-7.6%
COCCCNC(=O)c1ccc(Cn2c(=O)c3ccccc3n(CC(=O)Nc3c(C)cccc3C)c2=O)cc1,-15.6%,-8.9%,?,1.6%,-1.0%,0.5%,4.5%,4.0%,-15.1%
Cc1c(C(=O)N2CCN(S(=O)(=O)c3ccccc3)CC2)oc2ccc(Br)cc12,-18.8%,1.9%,10.5%,11.7%[57.1 µM],7.0%,1.8%,.,15.9%[57.1 µM],-26.0%
c1coc(-c2nc(-c3ccncc3)no2)c1,-6.1%,9.8%,-15.6%,23.9%,1.4%,3.5%,1.2%,25.9%,-24.6%
CCOc1ccccc1NC(=S)N(CCOC)C1CCN(C(C)=O)CC1,-22.4%,5.3%,16.3%,2.4%,5.0%,-2.5%,-1.5%,0.6%,-8.2%
COc1ccc(Cl)cc1NC(=O)Cn1cc(C(=O)c2ccncc2)c(=O)c2cc(C)ccc21,-8.8%,-8.9%,4.0%,-0.8%[57.1 µM],11.3%,?,4.9%,20.2%[57.1 µM],?
Nc1n[nH]c(N)c1N=Nc1ccc2c(c1)OCO2,-23.2%,1.1%,-19.9%,-7.1%,-2.5%,-2.7%,-7.7%,1.7%,?
COc1cc(CNn2c(C)n[nH]c2=S)cc(Cl)c1OCC(=O)NC(C)(C)C,-4.6%,-3.0%,9.7%[56.9 µM],-5.6%,2.5%,1.7%,-1.3%,-14.6%,?
CCOc1ccc(NC(=O)CCC(=O)N/N=C(\C)c2cccs2)cc1,-14.6%,3.3%,15.6%,6.0%,1.2%,-5.4%,-0.3%,19.3%,472.4%[activator]

# 3 entries out of the list above, ordered by the number in IDH1 R132H inh, descending.
mol,IDH1 R132H inh
c1coc(-c2nc(-c3ccncc3)no2)c1,9.8%
CCOc1ccc(NC(=O)CCC(=O)N/N=C(\C)c2cccs2)cc1,3.3%
CCOc1ccc2[nH]c(C)c(CN3CCN(CC)CC3)c(=O)c2c1,2.0%

# Continued:
SMILES,USP1 inh,IDH1 R132H inh,RGS4 inh,TrxR1 substrate,Vif-A3G inh,Vif-APOBEC3F blk,RXFP1 ag,TrxR1 inh,12-LOX inh
CC1CCCCN1S(=O)(=O)c1cccc2nonc12 (stereo not given),-15.6%,2.3%,-8.5%,-2.9%,1.0%,-5.1%,2.6%,2.3%,.
CCOC(=O)CNS(=O)(=O)c1cc(-c2nnc(Nc3ccc4c(c3)OCO4)c3ccccc23)ccc1C,-7.7%,4.4%,-2.6%,-3.6%,-18.3%,5.2%,0.8%,1.7%,7.5%
CCOc1ccc2c(c1)sc1nc(C(=O)OC)cc(=O)n12,-23.7%,6.6%,-9.5%,4.4%,1.2%,4.3%,.,12.6%,-9.0%
O=C(Nc1c(-c2ccccc2)nc2ccccn12)c1ccc(Br)cc1,-16.8%,-22.5%,26.0%,2.8%,-3.2%,2.6%,0.5%,12.8%,-18.6%
Cc1cc(C(=O)Nc2nc3c(s2)CCCC3)cs1,-4.6%,7.2%,2.5%,8.5%[57.1 µM],0.4%,-13.3%,-1.8%,7.2%,-6.7%
CCN(CC)Cc1c(C(=O)N2CCc3ccccc3C2)nc2ccc(Cl)cn12,-22.6%,9.0%,-16.5%,5.3%[57.1 µM],0.7%,15.2%,0.4%,29.4%[57.1 µM],1.6%
CCC(=O)N1CCc2cc(S(=O)(=O)NC(C(=O)NCCc3cccc(C)c3)C(C)C)ccc21 (stereo not given),-12.3%,17.3%,-24.5%,-1.3%,4.2%,0.9%,2.6%,1.3%,-13.7%
CC1(C)CCCN(Cc2c(O)ccc3c(=O)c(-c4nc5ccccc5s4)c(N)oc23)C1,-17.1%,-4.8%,-6.9%,100.2%[activator],-2.1%,-7.7%,4.2%,-7.3%,14.4%
CC(C)(C)c1ccc(C(=O)COC(=O)CN2C(=O)NC3(CCCC3)C2=O)cc1,-13.1%,8.6%,5.0%,-11.1%,0.3%,5.3%,4.2%,-10.5%,32.3%[activator]
C=CCSc1nnc(C)n1-c1ccc(Cl)cc1,4.2%,-7.2%,9.1%,4.4%,0.8%,-5.5%,1.9%,-6.4%,5.6%
COC(=O)c1ccccc1NC(=O)CCCS(=O)(=O)c1nc(-c2ccccc2OC)cc(C(F)(F)F)n1,1.3%,-3.9%,-5.6%,7.7%,1.4%,-10.0%,0.5%,2.8%,-16.1%
CCc1noc(C)c1C(=O)Nc1cc(S(=O)(=O)N(CC)CC)ccc1N1CCCC1,-17.0%,1.8%,10.9%,-5.5%,-0.5%,-4.7%,1.8%,-8.9%,-5.4%
CC(C)N=c1cc2n(-c3ccc(Cl)cc3)c3ccccc3nc-2cc1Nc1ccc(Cl)cc1,-34.8%,-17.9%,-29.2%,7.1%,-2.7%,-6.5%,.,16.0%,-11.7%&145.0%
COc1cc(C)ccc1OCCSc1nc2ccc(NC(C)=O)cc2s1,0.3%,4.7%,8.5%,-8.4%,-1.4%,-0.7%,5.6%,-1.8%,-5.4%
COc1ccc(N2CCN(CCCn3ccc(NC(=O)OCc4ccccc4)nc3=O)CC2)cc1,?,-0.8%,.,.,2.1%,0.3%,.,.,-16.7%
CC(=O)OC(C(=O)NC1CCCCC1)c1ccncc1 (stereo not given),-8.6%,0.9%,20.8%,5.6%,0.0%,0.8%,-0.4%,20.4%,11.3%
CC(C(=O)Nc1cccnc1)n1cc([N+](=O)[O-])cn1 (stereo not given),-39.6%,-1.0%,-0.8%,6.6%[57.1 µM],0.7%,12.1%,?,11.9%[57.1 µM],-2.6%
Cc1ccccc1NC(=O)CSC(=O)c1ccccc1,-16.4%,-0.6%,?,-4.4%,-3.5%,-5.4%,.,7.7%,?
CCn1c(SCC(=O)Nc2cccc(NC(C)=O)c2)nc2c([nH]c3ccccc32)c1=O,-6.0%,-3.0%,-8.6%,-4.5%,-8.3%,-11.7%,4.0%,-10.7%,?
CNC(=O)c1snnc1-c1ccccc1,-3.4%,2.5%,9.5%,16.1%[57.1 µM],-3.2%,-1.4%,0.1%,16.2%[57.1 µM],0.0%
O=C(CCC1CCN(Cc2nccs2)CC1)Nc1ccccc1,-25.4%,-3.6%,.,.,-1.2%,-2.3%,.,.,13.1%
COc1ccccc1-c1noc(CCCC(=O)NC2CCCCC2)n1,-16.5%,1.3%,-15.4%,6.2%,-1.9%,6.1%,-0.2%,28.2%,-2.9%
Cc1oc(-c2ccccc2)nc1CNS(=O)(=O)c1ccc(Cl)cc1,-18.6%,19.0%,-8.8%,0.8%[57.1 µM],4.8%,-2.8%,1.1%,5.7%[57.1 µM],2.1%&-26.4%
Cc1cccc2cc(CN(CC3CCCO3)C(=O)c3ccncc3)c(=O)[nH]c12 (stereo not given),-10.9%,11.4%,-13.3%,-1.0%,-4.5%,-0.2%,0.0%,-5.7%,-15.5%
COc1ccccc1CNC(=O)C(NS(=O)(=O)c1ccc2c(c1)OCCO2)C(C)C (stereo not given),-12.3%,2.9%,?,-1.7%,0.0%,-3.7%,-0.9%,-12.2%,-23.9%
CN(C)C(=O)CN1c2cccc3cccc(c23)S1(=O)=O,-24.5%,-6.1%,-3.1%,20.0%,-3.9%,-8.1%,1.6%,-7.1%,-0.5%
Cc1cccc(Oc2c([N+](=O)[O-])c(=O)n(C)c3ccccc23)c1,-16.8%,0.0%,?,-2.8%,-25.7%,-3.1%,2.2%,3.16µM*,?
Clc1ccccc1C1=CC(c2ccco2)n2nnnc2N1 (stereo not given),-27.5%,-5.5%,17.1%,-1.4%[57.1 µM],-0.5%,-1.3%,-0.2%,2.3%[57.1 µM],?
O=C(c1ccco1)N1N=C(c2ccccc2O)CC1c1cccs1 (stereo not given),-26.3%,-5.5%,.,.,-7.7%,-3.8%,.,.,?
CCCCn1c(-c2c(Cl)c(C)nn2C)n[nH]c1=S,-15.1%,23.4%,5.4%,-5.4%,2.8%,10.1%,-2.5%,2.1%[57.1 µM],?
Cc1cc(Br)ccc1NC(=O)COc1cc(=O)n(C)c2ccccc12,-8.2%,14.8%,8.6%,-3.7%,1.8%,6.2%,11.5%,19.7%,0.0%
COc1nc(Nc2ccc3c(c2)OCO3)nc(OC)n1,-15.0%,-5.1%,-4.0%,-1.8%,-4.6%,-9.3%,-0.9%,6.0%,?
COc1cccc(CN(CC2CCCO2)S(=O)(=O)c2ccc(S(=O)(=O)N(C)C)cc2)c1 (stereo not given),-4.0%,1.8%,33.0%,-5.4%,0.3%,-13.9%,1.7%,22.3%,1.8%

# Source: PubChem BioAssay (National Center for Advancing Translational Sciences (NCATS))

# Not all compounds are listed. The share of hits here may be higher or lower than overall.
